# Bfl-1 inhibitors: Bfl-1 inhibitors, primary screen, biochemical, fluorescence polarization, FITC-Bid, mouse (AID 432); FITC-Bid BH3 peptide fluorescence polarization displacement; higher % means a stronger effect; displacement, % at 20 µM; hits with a dose series show IC50 in µM; 64,000 tested, 0.02% active; in the data active = a potency from the dose series; inactive = the rest, 99 in 100 with displacement below about 15%; note: strong numbers were not always called active
# PMK inhibit: inhibitors of Streptococcus pneumoniae phosphomevalonate kinase. purified PMK, PK/LDH-coupled NADH absorbance 340 nm. 65,000 tested, 0.49% active. inhibition, % at 10 µM;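 active = top-ranked compounds by inhibition in the single 10 µM screen, taking a fixed number of the strongest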;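 note: 0% = full reaction with DMSO carrier and 100% = background rate without enzyme reaction; no value below 0 was filed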
# MK inhibit: inhibitors of Streptococcus pneumoniae mevalonate kinase | purified MK, PK/LDH-coupled NADH absorbance 340 nm | inhibition, % at 10 µM | 65,000 tested, 0.48% active;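 active = ranked among the strongest by inhibition in the single 10 µM screen, a fixed top-ranked set picked for dose follow-up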; note: no value below 0 was filed
# KRASV12 cytotoxicity: viability loss of HPDE-C7K cells – cell-based, fluorescence, HTS, primary screen (AID 431); cytotoxicity, % at 10 µM; hits with a dose series show EC50 in µM; 63,000 tested, 1.7% active; HPDE-C7K KRASV12 cells, Alamar Blue viability, 48 h; higher % means a stronger effect;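 active = compounds whose percent cytotoxicity in the single-dose primary screen, scaled between solvent and toxic-drug controls, exceeds 50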;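 note: 0% = DMSO solvent wells and 100% = doxorubicin-treated wells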
# HPDE-C7 cytotoxicity: cytotoxicity in HPDE-C7 cells, cell-based, fluorescence, HTS (AID 430); HPDE-C7 pancreatic duct cells viability, fluorescence; higher % means a stronger effect; one-dose cytotoxicity, % at 10 µM; EC50 in µM for titrated hits; 63,000 tested, 1.8% active;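 note: cells exposed to compound for 48 hours before viability readout; 0% = vehicle and 100% = reference cytotoxic drug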
# LYP inhibition: LYP phosphatase inhibitors, primary screen, biochemical, DiFMUP fluorescence, recombinant catalytic domain, 10 µM (AID 606); recombinant LYP catalytic domain, DiFMUP fluorescence; higher % means a stronger effect; 52,000 tested, under 10 active; one-dose inhibition, % at 10 µM; IC50 in µM for titrated hits;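 active = IC50 under 40 µM in the dose-response test; inactive = IC50 of 40 µM or more, or never dose-tested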
# HT1080 cytotoxicity: HT1080 cell viability loss – fluorescence readout (AID 620); 87,000 tested, 0.42% active; one-dose cytotoxicity, % at 10 µM; EC50 in µM for titrated hits; HT1080 viability, fluorescence; higher % means a stronger effect;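 note: cells exposed to compound overnight then 4 h with Alamar Blue; 0% = vehicle DMSO and 100% = killing control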
# Spn DPM-DC inh: S. pneumoniae DPM-DC inhibition. AID 556. 65,000 tested, 0.49% active. calls only at 10 µM. purified DPM-DC, PK/LDH coupled NADH fluorescence;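 active = the 320 compounds with the highest percent inhibition in the single-dose primary screen, excluding strongly autofluorescent ones, cut at about 32% in these data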;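 note: kinetic rate of NADH fluorescence loss reporting ADP formed by the decarboxylase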
# Alkaline phosphatase: inhibition of tissue-nonspecific alkaline phosphatase – biochemical, luminescent (AID 518). one-dose inhibition, % at 20 µM; IC50 in µM for titrated hits. 64,000 tested, 0.09% active. purified TNAP enzyme, luminescent substrate readout; higher % means a stronger effect; in the data active = a potency from the dose series; inactive = the rest, 99 in 100 with inhibition below about 22%;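 note: plate controls were vehicle for no effect and reference inhibitor for full effect; many of its hits are not listed in these tables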
# PMK inhibit pilot replicates: recorded beside PMK inhibit, whose call it bears; inhibition, %; measured here: pilot screen replicates
# MK inhibit pilot replicates: second read-out of MK inhibit, no call of its own (marks repeat the call); inhibition, %; measured here: pilot screen replicates
# Spn DPM-DC inh pilot screen %: second read-out of Spn DPM-DC inh, no call of its own (marks repeat the call); inhibition, %; measured here: pilot screen trials
# * hit, by the source's call; i = inactive; nt = not tested or not shown. Cut-off read from the data, not from the text of the source, unless noted: active = cytotoxicity above about 50%; inactive = the rest.
SMILES,Bfl-1 inhibitors,PMK inhibit,MK inhibit,KRASV12 cytotoxicity,HPDE-C7 cytotoxicity,LYP inhibition,HT1080 cytotoxicity,Spn DPM-DC inh,Alkaline phosphatase,others
Cc1ccccc1NC(=O)C1CCC(C)(C(=O)O)C1(C)C (stereo unspecified),6%,0,0,-13%,-15%,nt,nt,i,11%,PMK inhibit pilot replicates=3.0;MK inhibit pilot replicates=7.0;Spn DPM-DC inh pilot screen %=2.0
CN1CCN(c2nc3c(c(=O)[nH]c(=O)n3C)n2CCOc2ccccc2)CC1,-6%,16,2,-13%,-9%,4%,-1%,i,11%,PMK inhibit pilot replicates=2.5;MK inhibit pilot replicates=0.0;Spn DPM-DC inh pilot screen %=0.0
CCOC(=O)N1CCN(C(=O)C2CCCN(Cc3nc(-c4ccc(Cl)cc4)oc3C)C2)CC1 (stereo unspecified),-2%,13,7,-1%,12%,10%,-5%,i,0%,
COc1cccc(N2CCN(C3OC(=O)c4ccccc43)CC2)c1 (stereo unspecified),2%,11,9,-34%,-23%,-2%,-6%,i,10%,
CC(=O)Nc1ccc(C(=O)CSc2ncn(-c3ccccc3)n2)cc1,-2%,2,11,-10%,-11%,nt,5%,i,11%,
CC(C)c1nnc(NC(=O)c2cnccn2)s1,-2%,24,0,3%,-42%,5%,2%,i,6%,PMK inhibit pilot replicates=5.5;MK inhibit pilot replicates=0.0;Spn DPM-DC inh pilot screen %=1.5
Cc1nc2nc(C)c(CCC(=O)NCCCN3CCN(c4cccc(Cl)c4)CC3)c(C)n2n1,-5%,5,13,4%,4%,nt,-1%,i,4%,
COC(=O)c1ccc(C(=O)OC)c(NS(=O)(=O)c2ccc(NC(C)=O)cc2)c1,-2%,6,0,-20%,-23%,11%,-6%,nt,5%,
O=C(OCCCCN1C(=O)c2ccccc2C1=O)c1ccc(Br)o1,4%,11,8,-5%,-1%,nt,0%,i,9%,
COC(=O)c1cc2occc2n1CC(=O)Nc1ccc(OC)c(OC)c1,2%,12,8,-2%,0%,-6%,8%,i,6%,
CCCS(=O)(=O)N1CCC(C(=O)N2CCc3ccccc3C2)CC1,-6%,4,0,2%,-6%,-3%,-2%,i,3%,
COc1cc(NC(=O)c2cccs2)cc(OC)c1,-4%,14,6,12%,6%,4%,1%,i,18%,PMK inhibit pilot replicates=2.0;MK inhibit pilot replicates=0.0;Spn DPM-DC inh pilot screen %=0.5
COC(=O)CSc1nnc(-c2ccco2)o1,-4%,0,10,-4%,-3%,12%,6%,i,7%,
CCOc1ccc2[nH]c3c(N4CCN(c5ccccn5)CC4)ncnc3c2c1,-6%,2,6,77%*,62%*,14%,5%,i,2%,
CCCCCCC(=O)Nc1c(O)c2ccccc2[nH]c1=O,-1%,14,8,-5%,0%,7%,4%,i,4%,
C=CCn1nnnc1SCC(=O)Nc1cccc(OC)c1,0%,8,10,4%,-2%,10%,5%,i,6%,
CN(C)c1nc(N)nc(N(c2ccccc2)c2ccccc2)n1,-8%,6,9,-19%,-20%,3%,-12%,i,-4%,
O=C(O)C1CCN(Cc2cnn(-c3ccccc3)c2-n2cccc2)CC1,-2%,3,0,nt,nt,7%,2%,i,18%,
Cc1ccc(-c2nnc(N(C)C(=O)c3cccnc3)s2)cn1,1%,8,0,7%,-3%,-2%,-4%,i,4%,
COCCCNS(=O)(=O)c1ccc2c3c(cccc13)C(=O)S2,-4%,5,5,-4%,-1%,7%,2%,i,5%,
O=C(C1CC1)N1CCN(c2nc3ccccc3s2)CC1,5%,5,10,4%,2%,8%,8%,i,8%,
CC1=C(C(=O)N2CCOCC2)C(c2cc(C)cs2)NC(=O)N1 (stereo unspecified),-4%,0,4,-5%,-4%,11%,-4%,i,9%,
O=C(N(c1ccccc1)c1ccccc1)n1ccnc1,-8%,5,9,15%,3%,-4%,2%,i,5%,
COc1ccc(-c2nnc3ccc(SC)nn23)cc1,-3%,12,8,5%,3%,3%,6%,i,4%,
Cc1nc2nc(C)c(CCC(=O)NC(C)c3ccc4c(c3)OCCO4)c(C)n2n1 (stereo unspecified),-1%,7,14,-9%,-14%,9%,0%,i,2%,
CCc1c(C)n2nc(C)cc2[nH]c1=O,1%,13,3,5%,-4%,nt,7%,i,5%,
Cc1nnc(SCC(C)C)[nH]c1=O,-6%,7,8,12%,6%,6%,1%,i,1%,
Cn1c(=O)c2c(ncn2CC(O)CNc2ccc(Cl)cc2)n(C)c1=O (stereo unspecified),5%,4,7,-2%,-13%,5%,-3%,i,13%,PMK inhibit pilot replicates=0.0;MK inhibit pilot replicates=1.5;Spn DPM-DC inh pilot screen %=1.0
COC(=O)C(C#N)c1nc2ccccc2nc1N1CCN(Cc2ccc3c(c2)OCO3)CC1 (stereo unspecified),5%,9,10,nt,nt,15%,0%,i,13%,
Cc1csc(NC(=O)CSc2nnc(Cc3cccn3C)n2-c2ccc(F)cc2)n1,-5%,10,3,-3%,8%,14%,5%,i,20%,PMK inhibit pilot replicates=0.0;MK inhibit pilot replicates=1.0;Spn DPM-DC inh pilot screen %=0.0
CCOC(=O)N1CCC(NC(=O)c2cc3sccc3n2CC)CC1,-4%,8,1,6%,-1%,nt,4%,i,-2%,
COc1cc(NC(=O)c2ccco2)ccc1NC(=O)c1ccccc1Cl,-6%,14,6,11%,3%,-2%,6%,i,17%,
Cc1ccc2nc(N3CCC(C(=O)O)CC3)nc(-c3ccccc3)c2c1,-3%,12,11,1%,-3%,nt,-15%,i,3%,
COc1ccc(O)c(C(=O)c2cnn(C(=O)c3cc(C)oc3C)c2)c1,0%,19,0,nt,nt,5%,3%,i,12%,
C=CCSC1=C(C#N)C(c2ccccc2OCC)CC(=O)N1 (stereo unspecified),-7%,16,0,2%,-19%,12%,-8%,i,18%,PMK inhibit pilot replicates=9.5;MK inhibit pilot replicates=0.5;Spn DPM-DC inh pilot screen %=3.0
CCCCCCSc1ncc(C#N)c(N)n1,-6%,7,14,2%,-3%,4%,6%,i,18%,
Cn1c(CN2CCOCC2)nc2cc(NC(=O)c3ccc(Cl)cc3)ccc21,-8%,12,5,-11%,-17%,9%,-22%,i,4%,
Clc1ccccc1-c1ccc(/C=N/n2cnnc2)o1,-7%,17,7,3%,-2%,-4%,1%,i,1%,
CCn1c(CNc2cccc(Cl)c2)nnc1SCC(=O)OC1CCCCC1,1%,15,4,4%,2%,nt,-5%,i,9%,
CC1=C(C#N)C(=O)OC(C)(C)C1,9%,10,7,6%,-1%,-21%,5%,i,10%,

# No new results follow: 2 of the compounds above.
SMILES,Bfl-1 inhibitors,PMK inhibit,MK inhibit,KRASV12 cytotoxicity,HPDE-C7 cytotoxicity,LYP inhibition,HT1080 cytotoxicity,Spn DPM-DC inh,Alkaline phosphatase,others
CCn1c(CNc2cccc(Cl)c2)nnc1SCC(=O)OC1CCCCC1,1%,15,4,4%,2%,nt,-5%,i,9%,
CC1=C(C#N)C(=O)OC(C)(C)C1,9%,10,7,6%,-1%,-21%,5%,i,10%,

# (further entries)
SMILES,Bfl-1 inhibitors,PMK inhibit,MK inhibit,KRASV12 cytotoxicity,HPDE-C7 cytotoxicity,LYP inhibition,HT1080 cytotoxicity,Spn DPM-DC inh,Alkaline phosphatase,others
Cc1ccc2[nH]c3c(N4CCCCCC4)ncnc3c2c1,-2%,8,0,30%,24%,13%,28%,i,11%,
CC1(C(=O)N(c2ccccc2)C(C(=O)NC2CCCC2)c2ccccn2)CC(=O)N=C2C=CC=CN21 (stereo unspecified),-6%,16,7,0%,1%,12%,28%,nt,7%,
CCCCn1c2c(c3ccccc31)CCc1nonc1-2,9%,7,6,15%,14%,11%,nt,i,26%,PMK inhibit pilot replicates=1.5;MK inhibit pilot replicates=1.0;Spn DPM-DC inh pilot screen %=11
C=CCOC(=O)CCP(=O)(CCC(=O)OCC=C)c1ccccc1,-1%,4,4,-5%,4%,nt,1%,i,2%,
C=C(C)CSc1nnc(-c2cc(OC)c(OC)c(OC)c2)n1N,-5%,0,4,nt,nt,12%,-3%,i,2%,
CCOC(=O)c1oc2ccccc2c1CSc1nnnn1-c1ccc(C)cc1,3%,9,5,4%,10%,5%,-7%,i,14%,PMK inhibit pilot replicates=0.0;MK inhibit pilot replicates=0.0;Spn DPM-DC inh pilot screen %=0.0
C=CCn1cc(C(=O)N2CCN(C)CC2)c(=O)c2cc(S(=O)(=O)N3CCCC3)ccc21,2%,4,0,2%,-1%,-2%,-4%,i,-1%,
COc1ccc(OC)c(NC(=O)c2cn(C)c(=O)c3cc(OC)c(OC)cc23)c1,2%,7,8,7%,18%,nt,nt,i,14%,PMK inhibit pilot replicates=0.0;MK inhibit pilot replicates=0.0;Spn DPM-DC inh pilot screen %=0.0
c1ccc(CNc2ncnc3c2ncn3C2CCCCO2)cc1 (stereo unspecified),6%,0,21,-3%,-8%,nt,-7%,i,1%,
CCC1Sc2ccccc2N(CC(=O)NC2CCCC2)C1=O (stereo unspecified),-1%,1,10,-13%,-7%,9%,0%,i,5%,
CCOC(=O)N1CCN(C(=O)Cc2ccc(Cl)cc2)CC1,-9%,10,7,0%,4%,1%,-7%,i,6%,
NCCN1CCN(CCN)CC1,-5%,13,3,13%,16%,0%,0%,i,8%,PMK inhibit pilot replicates=1.5;MK inhibit pilot replicates=0.0;Spn DPM-DC inh pilot screen %=0.0
O=c1oc2ccccc2c2c1ncn2C1CCCCC1,7%,3,2,-23%,-14%,26%,-1%,i,3%,
COc1cccc(-c2noc(-c3cccnc3)n2)c1,0%,9,3,11%,4%,nt,-12%,i,10%,
O=C(c1cnn2ccccc12)N1CCCc2ccccc21,7%,19,9,-4%,-6%,-15%,6%,i,12%,
COc1ccc(S(=O)(=O)n2ccnc2)c2cccnc12,0%,10,8,-6%,-4%,-8%,-9%,i,8%,PMK inhibit pilot replicates=3.5;MK inhibit pilot replicates=3.5;Spn DPM-DC inh pilot screen %=10
CN=C1SC(CC(=O)Nc2sc(C)c(C)c2C(=O)OC)C(=O)N1C (stereo unspecified),0%,10,0,4%,9%,nt,1%,i,-1%,
O=C(O)Cn1cc2c(n1)CCCCC2,4%,14,8,6%,-9%,-5%,-1%,i,8%,
O=C(COc1cccc(OC(F)F)c1)Nc1ccc(SC(F)F)cc1,-4%,0,4,-1%,6%,nt,4%,i,9%,
O=C(N1CCOCC1)N1CCC(n2nnc3ccccc32)CC1,1%,9,6,-22%,-14%,3%,-4%,i,1%,
CCC(=O)Nc1c2c(nn1-c1ccccc1C)CSC2,6%,14,10,-12%,0%,8%,-4%,i,11%,PMK inhibit pilot replicates=2.5;MK inhibit pilot replicates=0.0;Spn DPM-DC inh pilot screen %=0.0
COC(=O)C(CC(C)C)Oc1ccc2c(C)cc(=O)oc2c1 (stereo unspecified),0%,0,3,-11%,-10%,14%,-7%,i,7%,
COc1ccccc1NC1=NC(c2ccc(Cl)cc2)N=C(N)N1 (stereo unspecified),-7%,0,6,1%,10%,2%,60%*,i,-19%,PMK inhibit pilot replicates=1.5;MK inhibit pilot replicates=1.0;Spn DPM-DC inh pilot screen %=0.0

# Source: PubChem BioAssay (several laboratories)
